Mtb UGM inh = Mtb UDP-galactopyranose mutase inhibition; P9WIQ1; inhibition, % at 10 µM; AID 504406; purified UGM, fluorescence polarization probe displacement; hit rate 0.06% among 320,000; in the data active = inhibition above about 10%, passing the limit was not always enough
Target sequence (P9WIQ1 whole entry, looked up): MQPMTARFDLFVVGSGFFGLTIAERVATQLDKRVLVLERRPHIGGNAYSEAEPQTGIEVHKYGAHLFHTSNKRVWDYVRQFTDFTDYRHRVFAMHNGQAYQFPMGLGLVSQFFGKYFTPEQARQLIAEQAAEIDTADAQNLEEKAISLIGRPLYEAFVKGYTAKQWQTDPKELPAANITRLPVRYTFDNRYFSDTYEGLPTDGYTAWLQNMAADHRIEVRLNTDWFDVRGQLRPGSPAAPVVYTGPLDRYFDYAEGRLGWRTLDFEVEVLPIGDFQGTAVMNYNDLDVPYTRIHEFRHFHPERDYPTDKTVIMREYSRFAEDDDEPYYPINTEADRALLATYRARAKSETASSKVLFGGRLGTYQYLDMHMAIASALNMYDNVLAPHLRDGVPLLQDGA
Rv3671c protease = inhibits the M. tuberculosis serine protease Rv3671c. P9WHR9. inhibition, % at 5.96 µM. hit rate 0.048% among 320,000. AID 2606; in the data active = inhibition above about 38%;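 also: extracellular domain of Rv3671c used as enzyme; 0% = enzyme with DMSO and 100% = no enzyme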
Target sequence (P9WHR9 whole entry, looked up, the tested form may be a part): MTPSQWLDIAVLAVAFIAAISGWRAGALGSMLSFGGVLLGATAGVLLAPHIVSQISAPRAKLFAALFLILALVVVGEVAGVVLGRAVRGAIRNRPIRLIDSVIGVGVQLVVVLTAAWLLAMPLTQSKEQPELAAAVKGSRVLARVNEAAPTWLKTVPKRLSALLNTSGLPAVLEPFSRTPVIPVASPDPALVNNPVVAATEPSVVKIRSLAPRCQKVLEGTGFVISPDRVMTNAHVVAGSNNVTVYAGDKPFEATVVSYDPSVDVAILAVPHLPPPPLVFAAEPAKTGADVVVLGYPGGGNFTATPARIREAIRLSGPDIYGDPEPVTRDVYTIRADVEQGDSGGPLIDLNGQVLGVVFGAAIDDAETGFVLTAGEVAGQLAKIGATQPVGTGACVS
PriA SSB inh = inhibitors of Klebsiella pneumoniae PriA binding to SSB C-terminal tail | AlphaScreen SSBct-PriA binding, biotinylated peptide | inhibition, % at 33 µM | hit rate 0.6% among 430,000 | AID 1272365; in the data active = inhibition mostly above about 37%, no sharp cut-off; inactive = mostly below about 20%;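 also: plate controls were negative control peptide for no effect and reference peptide for full effect; strong numbers were not always called active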
VHR inh abs = DUSP3 (human) phosphatase inhibition; P51452; recombinant VHR phosphatase, pNPP absorbance; inhibition, % at 13.3 µM; hit rate 0.52% among 290,000; in the data active = inhibition above about 50%; also: some compounds called inactive have numbers as strong as hits
BioA inh = blocks M. tuberculosis BioA enzyme activity; purified M. tuberculosis BioA enzyme, plate reader; inhibition, % at 9.99 µM; hit rate 0.096% among 360,000; in the data active = inhibition above about 40%
MazEF act = activators of E. coli MazEF toxin-antitoxin RNase. P0AE70. hit rate 0.32% among 350,000. activation, % at 20 µM. FAM/BHQ RNA-DNA oligo cleavage fluorescence, 5 h; in the data active = activation above about 50%
Target sequence (P0AE70 whole entry, looked up): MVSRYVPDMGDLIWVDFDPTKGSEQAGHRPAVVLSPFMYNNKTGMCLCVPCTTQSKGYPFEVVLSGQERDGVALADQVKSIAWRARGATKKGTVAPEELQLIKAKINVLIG
GDH-TPI counter = counter-screen for M. tuberculosis FBA inhibitors: GDH-TPI coupled enzymes; GDH-TPI coupled enzyme counterscreen, NADH absorbance; inhibition, % at 4.8 µM; hit rate 1.2% among 360,000; in the data active = inhibition above about 30%;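 also: 0% = DMSO wells and 100% = wells lacking the enzyme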
FBA Mtb inh = Mtb fructose-bisphosphate aldolase inhibition. P9WQA3. purified M. tuberculosis FBA, fluorescence read-out. inhibition, % at 1 µM. hit rate 2.3% among 360,000; in the data active = inhibition above about 27%;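 also: 0% = vehicle and 100% = reference inhibitor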
SARS 3CLpro inh = SARS-CoV 3CLpro protease inhibition; P0C6X7; recombinant SARS-CoV 3CLpro, quenched FRET peptide cleavage; inhibition, % at 6 µM; hit rate 0.14% among 290,000; AID 1706; in the data active = inhibition above about 12%
Vc quorum ag = induces V. cholerae light production without autoinducers; AID 588436; V. cholerae BH1578 lux reporter, luminescence, 6 h; activation, % at 18.7 µM; hit rate 0.16% among 350,000; in the data active = activation mostly above about 9.7%, no sharp cut-off; also: not every result past the cut was called active; inactives centre near 0; reference of the scale not given here
* marks the source's active call; other numbers are inactive results; & = joins results of further samples.

Brc1cnc(N2CCOCC2)nc1N1CCCCC1 was read as Mtb UGM inh 2.0, Rv3671c protease -8, PriA SSB inh -9, VHR inh abs 6, BioA inh 0.0, MazEF act 4, GDH-TPI counter -13, FBA Mtb inh 1, SARS 3CLpro inh -4 and Vc quorum ag -0.4.
`O=C(c1cccc(C(F)(F)F)c1)C1CCCN(Cc2ncc[nH]2)C1` (configuration not stated) gave Mtb UGM inh -0.8, Rv3671c protease 4, PriA SSB inh -14, VHR inh abs -1, BioA inh -2.0, MazEF act 3, GDH-TPI counter 3, FBA Mtb inh 2, SARS 3CLpro inh 3 and Vc quorum ag -0.5.
For CCc1nc2c(OCCOc3ccc(F)cc3)cccn2c1N(C)C(=O)c1ccc(C)cc1 the results were BioA inh -1.4, GDH-TPI counter 4, FBA Mtb inh 0 and Vc quorum ag -0.6.
For O=C1c2ccccc2C(=O)N1CCc1nn[nH]n1 the results were Mtb UGM inh -0.7, Rv3671c protease -7, PriA SSB inh -3, VHR inh abs 2, BioA inh -2.4, MazEF act -8, GDH-TPI counter 0, FBA Mtb inh 4, SARS 3CLpro inh 2 and Vc quorum ag -4.2.
Screening O=C(NC1(C(F)(F)F)NC(=O)N(c2ccccc2F)C1=O)c1ccncc1 (configuration not stated) returned Mtb UGM inh 1.6, Rv3671c protease -9, PriA SSB inh 6, VHR inh abs -6, BioA inh -1.2, MazEF act 5, GDH-TPI counter -1, FBA Mtb inh -1, SARS 3CLpro inh 1 and Vc quorum ag -3.8.
`Cc1c(CN(C)Cc2cn(C)nc2-c2ccccc2F)[nH]c2ccccc12` gave Mtb UGM inh 0.3, Rv3671c protease 7, PriA SSB inh 16, VHR inh abs -15, BioA inh 3.4, MazEF act 3, GDH-TPI counter -2, FBA Mtb inh 6, SARS 3CLpro inh 1 and Vc quorum ag 2.3.
`COc1ccc(-c2n[nH]c(C)c2-c2cc(OC)ccc2O)cc1` gave Mtb UGM inh -2.4, Rv3671c protease 6, PriA SSB inh 12, VHR inh abs 24, BioA inh 0.1, MazEF act 4, GDH-TPI counter 7, FBA Mtb inh -3, SARS 3CLpro inh -1 and Vc quorum ag inactive.
Screening Cc1ccc(NC(=O)COC(=O)c2ccc3c(c2)OCO3)cc1S(=O)(=O)N1CCCCC1 returned Mtb UGM inh -2.0, Rv3671c protease -77, PriA SSB inh 1, VHR inh abs -6, MazEF act 0, GDH-TPI counter 4, FBA Mtb inh 2, SARS 3CLpro inh 2 and Vc quorum ag -0.4.
`CC(C)C(OC(=O)c1oc2ccccc2c1CSC1CCCCC1)C(=O)NC(N)=O` (configuration not stated) gave Mtb UGM inh 2.4, Rv3671c protease 5, VHR inh abs 11 and SARS 3CLpro inh 2.
Screening COc1cccc(Nc2nc(C(N)Cc3ccccc3)cs2)n1 (configuration not stated) returned BioA inh -1.6, GDH-TPI counter 8, FBA Mtb inh 0 and Vc quorum ag -0.4.
Screening O=C(O)Cc1ccc(NC(=O)C(c2ccccc2)c2ccccc2)cc1 returned Mtb UGM inh 1.4, Rv3671c protease 3, PriA SSB inh 2, VHR inh abs 3, MazEF act 3, GDH-TPI counter -2, FBA Mtb inh 3, SARS 3CLpro inh 6 and Vc quorum ag -0.2.
Screening COc1ccc(Cl)cc1NC(=O)NC(C)C returned Mtb UGM inh -0.8, Rv3671c protease -2, PriA SSB inh 2, VHR inh abs 12, MazEF act 3, GDH-TPI counter 3, FBA Mtb inh -2, SARS 3CLpro inh 1 and Vc quorum ag -0.2.
Screening COc1ccc(-c2noc(-c3ccc(Br)o3)n2)cc1OC returned Mtb UGM inh -1.2, Rv3671c protease -1, PriA SSB inh -18, VHR inh abs -1, MazEF act 7, GDH-TPI counter 4, FBA Mtb inh 0, SARS 3CLpro inh -2 and Vc quorum ag -0.3.
For CN1C(=O)c2ccc(NC(=O)C3CC3)cc2C1=O the results were Mtb UGM inh -0.9, Rv3671c protease 7, PriA SSB inh -16, VHR inh abs 6, BioA inh -0.5, MazEF act 6, GDH-TPI counter 8, FBA Mtb inh 25, SARS 3CLpro inh 2 and Vc quorum ag inactive.
Screening C=CCn1c(=O)c2ccccc2n2c(SCc3cc(=O)n4ccsc4n3)nnc12 returned Mtb UGM inh 0.1, Rv3671c protease 3, PriA SSB inh -1, VHR inh abs 6, BioA inh -1.0, MazEF act 0, GDH-TPI counter 12, FBA Mtb inh 3, SARS 3CLpro inh 3 and Vc quorum ag 7.1.
Screening CC(c1ccccc1)N1CNc2c(c(=O)n(C)c(=O)n2C)C1 (configuration not stated) returned Mtb UGM inh -1.3, Rv3671c protease -3, PriA SSB inh -9, VHR inh abs -6, BioA inh 1.0, MazEF act 0, GDH-TPI counter -6, FBA Mtb inh 3 and SARS 3CLpro inh 5.
COc1ccc(C(=O)N(CN2CCCC2=O)c2nccs2)cc1OC was read as Mtb UGM inh 1.2, Rv3671c protease -2, PriA SSB inh -8, VHR inh abs 36, MazEF act 4, GDH-TPI counter 46*, FBA Mtb inh -3, SARS 3CLpro inh 0 and Vc quorum ag inactive.
Screening OC(COc1cccc2ccccc12)CN1CCN(c2ccccn2)CC1 (configuration not stated) returned Mtb UGM inh 2.2, Rv3671c protease 0, PriA SSB inh 10, VHR inh abs 4, BioA inh -0.5, MazEF act -6, GDH-TPI counter -1, FBA Mtb inh 4, SARS 3CLpro inh -2 and Vc quorum ag inactive.
Screening O=C(N/N=C1/CCS(=O)(=O)c2ccc(F)cc21)c1ccccn1 returned Mtb UGM inh -1.1, Rv3671c protease -3, VHR inh abs 6, MazEF act -1, GDH-TPI counter 0, FBA Mtb inh 4, SARS 3CLpro inh 1 and Vc quorum ag inactive.
c1ccc2c(CN3CCN(C4CCCCC4)CC3)c[nH]c2c1 was read as Mtb UGM inh -0.3, Rv3671c protease 4, PriA SSB inh 8, VHR inh abs 7, BioA inh 0.4, MazEF act 13, GDH-TPI counter -5, FBA Mtb inh 4, SARS 3CLpro inh 3 and Vc quorum ag 2.0.
For CCNC(=O)COC(=O)c1ccc(NS(=O)(=O)c2ccc3c(c2)OCCO3)cc1 the results were Mtb UGM inh -1.2, Rv3671c protease -2, PriA SSB inh -8, VHR inh abs 25, MazEF act 0, GDH-TPI counter 10, FBA Mtb inh -1, SARS 3CLpro inh -2 and Vc quorum ag 0.7.
`COc1ccc(NC(=O)COC(=O)CNC(=O)c2cccs2)cc1Cl` gave Mtb UGM inh -2.4, Rv3671c protease -4, PriA SSB inh 0, BioA inh 3.8, MazEF act 5, GDH-TPI counter 4, FBA Mtb inh -2 and Vc quorum ag inactive.
Cc1noc(C)c1S(=O)(=O)Nc1c(C)n(C)n(-c2ccccc2)c1=O was read as Mtb UGM inh 0.1, Rv3671c protease 4, PriA SSB inh -4, VHR inh abs 0, BioA inh -0.2, MazEF act 2, GDH-TPI counter 8, FBA Mtb inh -9 and SARS 3CLpro inh 0.
`CN1C(C(=O)NCc2ccco2)=CC(c2ccc(F)cc2)=NS1(=O)=O` gave Mtb UGM inh 0.7, Rv3671c protease 4, PriA SSB inh -7, VHR inh abs 14, BioA inh -1.5, MazEF act 2, GDH-TPI counter 12, FBA Mtb inh 0, SARS 3CLpro inh -4 and Vc quorum ag -0.4.
`Cc1cc(-c2nn3c(C)nnc3s2)ccc1NC(=O)C(C)(C)C` gave Mtb UGM inh -2.0, Rv3671c protease -4, PriA SSB inh -16, BioA inh -3.4, MazEF act -1, GDH-TPI counter 11, FBA Mtb inh -1, SARS 3CLpro inh -2 and Vc quorum ag -0.4.
Screening O=S(=O)(Nc1cccc(F)c1)c1ccc(S(=O)(=O)N2CCOCC2)cc1 returned BioA inh 0.2, MazEF act -2, GDH-TPI counter 8, FBA Mtb inh 3 and Vc quorum ag -3.7.
For O=C(CCc1ccccc1)NC(=S)Nc1cccc(C(=O)O)c1 the results were Mtb UGM inh 1.7, Rv3671c protease -3, PriA SSB inh -7, VHR inh abs 40, BioA inh -0.1, MazEF act 0, GDH-TPI counter 6, FBA Mtb inh -2, SARS 3CLpro inh -9 and Vc quorum ag -0.7.
`COc1ccc(C(=O)OCC(=O)NCC2CCCO2)c(F)c1` (configuration not stated) gave Mtb UGM inh 0.0, Rv3671c protease -1, PriA SSB inh -8, BioA inh -1.1, MazEF act 4, GDH-TPI counter 7, FBA Mtb inh -3 and Vc quorum ag inactive.
CC1Oc2ccccc2C=C1/C=N/Nc1ccc(C(=O)O)cc1 (configuration not stated) was read as Mtb UGM inh 5.2, Rv3671c protease 16, PriA SSB inh inactive, VHR inh abs 21, BioA inh 0.6, MazEF act 2, GDH-TPI counter 34*, FBA Mtb inh 3, SARS 3CLpro inh 5 and Vc quorum ag inactive.
Cc1c(S(=O)(=O)N2CCCCC2)c(=O)n(C)c(=O)n1C was read as Mtb UGM inh 1.3, Rv3671c protease 3, PriA SSB inh -13, MazEF act -1, GDH-TPI counter 0, FBA Mtb inh -1 and Vc quorum ag inactive.
COc1cc(C)c(NC(=S)NCCCN2CCOCC2)cc1OC was read as Mtb UGM inh 1.8, Rv3671c protease 1, PriA SSB inh -10, VHR inh abs 6, BioA inh -0.5, MazEF act 10, GDH-TPI counter 3, FBA Mtb inh 1, SARS 3CLpro inh 3 and Vc quorum ag -0.3.
`O=C1C(Cl)=C(Oc2ccccc2)C(=O)c2ccccc21` gave PriA SSB inh -3, MazEF act -31, GDH-TPI counter 4, FBA Mtb inh -4 and Vc quorum ag -1.1.
`Cc1ccc(-n2cnc(N)c2C(=O)c2cccc([N+](=O)[O-])c2)cc1` gave Mtb UGM inh -0.2, Rv3671c protease 0, PriA SSB inh -5, VHR inh abs 0, BioA inh -0.6, MazEF act -12, GDH-TPI counter 14, FBA Mtb inh -1, SARS 3CLpro inh 6 and Vc quorum ag -1.1.
`CC1CN(C(=O)c2ccc(CNS(=O)(=O)c3cccc(Cl)c3)cc2)CC(C)O1` (configuration not stated) gave PriA SSB inh -14&8, VHR inh abs 13, BioA inh 0.1, MazEF act 4, GDH-TPI counter 6, FBA Mtb inh 3, SARS 3CLpro inh 6 and Vc quorum ag inactive.
O=C(c1cc(-c2cccc(O)c2)on1)N1CCOCC1 was read as Mtb UGM inh 2.1, Rv3671c protease 6, PriA SSB inh -11, VHR inh abs 32, BioA inh -1.8, MazEF act 7, GDH-TPI counter 13, FBA Mtb inh -1, SARS 3CLpro inh 2 and Vc quorum ag -0.5.
O=C(COc1ccccc1-c1ccccc1)NN=C1CCCC1 was read as Mtb UGM inh 0.7, Rv3671c protease 2, PriA SSB inh -10, VHR inh abs 12, MazEF act -13, GDH-TPI counter 8, FBA Mtb inh 4, SARS 3CLpro inh 4 and Vc quorum ag 0.1.
For CCSc1ncc(Cl)c(C(=O)N(Cc2ccc(N(C)C)cc2)C2CCS(=O)(=O)C2)n1 (configuration not stated) the results were PriA SSB inh 3, VHR inh abs -8, BioA inh -2.4, MazEF act -2, GDH-TPI counter 22, FBA Mtb inh -2, SARS 3CLpro inh 1 and Vc quorum ag -25.
`COc1ccc(NC(=O)N2Cc3ccccc3-n3nncc3C2)cc1` gave BioA inh 2.8, MazEF act 17, GDH-TPI counter 5, FBA Mtb inh 0 and Vc quorum ag 1.1.

For convenience, part of the list above:
Cc1c(S(=O)(=O)N2CCCCC2)c(=O)n(C)c(=O)n1C was read as Mtb UGM inh 1.3, Rv3671c protease 3, PriA SSB inh -13, MazEF act -1, GDH-TPI counter 0, FBA Mtb inh -1 and Vc quorum ag inactive.
COc1cc(C)c(NC(=S)NCCCN2CCOCC2)cc1OC was read as Mtb UGM inh 1.8, Rv3671c protease 1, PriA SSB inh -10, VHR inh abs 6, BioA inh -0.5, MazEF act 10, GDH-TPI counter 3, FBA Mtb inh 1, SARS 3CLpro inh 3 and Vc quorum ag -0.3.
`O=C1C(Cl)=C(Oc2ccccc2)C(=O)c2ccccc21` gave PriA SSB inh -3, MazEF act -31, GDH-TPI counter 4, FBA Mtb inh -4 and Vc quorum ag -1.1.

Only part of the results is shown; count on the stated rates, not on these rows.
